Screens deposited in PubChem BioAssay by National Center for Advancing Translational Sciences (NCATS).
KB-V1 MDR tox: KB-V1 MDR subline cytotoxicity. KB-V1 MDR cells viability, CellTiter-Glo, 72 h. Potency, µM (series often up to 46.1 µM), without a hit: at the highest dose activity change, negative = cytotoxicity, hits mostly cytotoxic. 3.4% of 400,000 active. AID 1347076; also: potency is read from the fitted curve at half-maximal effect; % is scaled to controls: 0 for no effect and ±100 for the full control effect; nearly all actives have a fitted effect of over 60% in size
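Cytotoxicity via CellTiter-Glo luminescence after 72 h compound exposure at 37 degrees C. Cells: drug-selected KB-V1 line, DMEM phenol-red free plus 10% FBS. Compounds tested at multiple concentrations; normalized data fitted to concentration-effect curves.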
MCF10A rerep: induces DNA re-replication in MCF 10a normal breast cells; MCF 10A DNA re-replication, Hoechst nuclear intensity, 48 h; Potency, µM (titrated, usually from 46.1 µM), inactives show top-dose activity, positive = re-replication, hits mostly activators; 2.9% of 350,000 active; AID 624296; also: potency is read from the fitted curve at half-maximal effect; % of control where 0% means no effect; nearly all actives have a fitted effect of over 50% in size
IL1B secr inh: blocks inflammasome-driven IL-1 beta release | THP-1 LPS/ATP IL-1B secretion, AlphaLISA, 16 h; hits give low values | activity change, % at 57.5 µM | 4.7% of 360,000 active | AID 743279; in the data active = activity change below about -50%; inconclusive = mostly about -30% to -49%; also: % is scaled to controls: 0 for no effect and ±100 for the full control effect
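THP-1 cells pretreated 1 hr with compounds (up to 57.5 uM final), then stimulated with LPS (250 ng/mL final) plus ATP (1.25 mM final); secreted IL-1B measured by AlphaLISA after 16 hr, decreased signal indicating inhibition.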
ATXN2 expr inh: inhibitors of ATXN2 expression | AID 1745845 | Potency, µM (doses to about 57 µM), for inactives: top-dose activity change, negative = inhibition, usual class: inhibitors | 0.72% of 360,000 active | HEK-293 ATXN2-luciferase reporter, luminescence, 24 h; also: potency is read from the fitted curve at half-maximal effect; % is scaled to controls: 0 for no effect and ±100 for the full control effect; nearly all actives have a fitted effect of over 55% in size
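ATXN2-luciferase reporter cells (luciferase flanked by upstream and downstream ATXN2 gene portions) were treated 24 h at 37 °C with compounds at up to 57 uM. SteadyGlo luminescence gave expression; GF-AFC fluorescence gave viability.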
HT1080 IDH1KD tx: kills HT-1080 cells with IDH1 knockdown; 2% of 360,000 active; Potency, µM (series often up to 46.1 µM), without a hit: top-dose activity, negative = toxicity, actives largely listed as cytotoxic; HT-1080 IDH1 knockdown viability, ATP luminescence, 48 h;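 also: potency is read from the fitted curve at half-maximal effect; 0% = DMSO wells and -100% = cell-free medium wells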
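Luminescent ATP read-out (CellTiter-Glo, 10 min at room temperature) after 48 h compound exposure at 37 °C gave viability of IDH1-knockdown HT-1080 cells. Activity was normalised to DMSO and cell-free wells, then fitted as concentration-response curves.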
SW480 rereplic: induces DNA re-replication in SW480 colon adenocarcinoma cells. Potency, µM (highest dose often 46.1 µM), for the others: at the highest dose re-replication activation, actives largely listed as activators. SW480 DNA re-replication, Hoechst DNA content imaging, 48 h. AID 624297. 1.8% of 340,000 active; also: potency is read from the fitted curve at half-maximal effect; % of control where 0% means no effect; nearly all actives have a fitted effect of over 55% in size
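Image-based read-out: total Hoechst fluorescence of nuclei (405 nm excitation, 500-530 nm emission), with hits raising the fraction of high-intensity nuclei. SW480 colon cells incubated 48 hr with compounds at 37 C.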
KB-3-1 tox: kills parental KB-3-1 adenocarcinoma cells; 1.4% of 400,000 active; AID 1347075; Potency, µM (titrated, usually from 46.1 µM), for inactives: at the highest dose activity change, negative = cytotoxic, hits mostly cytotoxic; KB-3-1 viability, CellTiter-Glo ATP luminescence, 72 h; also: potency is read from the fitted curve at half-maximal effect; % is scaled to controls: 0 for no effect and ±100 for the full control effect; nearly all actives have a fitted effect of over 60% in size
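Viability of parental KB-3-1 cells, measured by CellTiter-Glo luminescence, followed a 72 h incubation at 37 °C with pinned compounds in phenol-red-free DMEM containing 10% FBS.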
ATXN viability: viability counter-screen for ATXN expression inhibitors; S2 cells (HEK-293 line with an ATXN2-luciferase reporter) viability, CellTiter-Fluor protease fluorescence, 24 h; AID 651635; Potency, µM (highest dose often 56.7 µM), most hits filed as cytotoxic; 0.49% of 400,000 active; also: potency is read from the fitted curve at half-maximal effect; nearly all actives have a fitted effect of over 40% in size
HT1080NT lethal: kills 2HG-producing HT-1080-NT fibrosarcoma cells; HT-1080-NT fibrosarcoma viability, CellTiter-Glo ATP luminescence, 48 h; Potency, µM (doses to about 46.1 µM), without a hit: at the top dose activity, negative = less viability, hits mostly cytotoxic; 1.6% of 360,000 active;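 also: NT is the 2HG producing partner of a matched IDH1 knockdown line; potency is read from the fitted curve at half-maximal effect; 0% = DMSO-treated cells and -100% = media-only wells without cells; nearly all actives have a fitted effect of over 55% in size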
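Viability by CellTiter-Glo luminescence after 48 h compound exposure at 37C of HT-1080-NT cells (750/well, RPMI, 5% FBS). % activity scaled between DMSO wells and medium-only wells, then curve-fitted and categorized by curve class.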
Numbers without * were called inactive; i = inactive; ? = inconclusive; · = not tested or not shown; [ ] = another dose, or the depositor's remark. Unless noted, calls follow the shape of the dose curve; as a rule, active = well fitted curve in the direction sought with a large enough effect; inconclusive = small, poorly fitted or top-dose-only effect, or another doubt; inactive = no such curve, though single readings can be large; an effect the other way counts as inactive or inconclusive.

SMILES	KB-V1 MDR tox	MCF10A rerep	IL1B secr inh	ATXN2 expr inh	HT1080 IDH1KD tx	SW480 rereplic	KB-3-1 tox	ATXN viability	HT1080NT lethal
O=C(c1cccs1)C1CCCN(Cc2nc(Cc3ccccc3F)no2)C1 (stereo not given)	-10%	8%	4	·	0%	1%	-11%	i	-2%
COc1cccc(C(=O)SC2=NCCS2)c1	12%	15µM*	22	-21%	?	0%	-3%	i	0%
O=C(COC(=O)c1ccc(S(=O)(=O)N2CCOCC2)cc1)NC1CCCCCCC1	0%	7%	23	2%	3%	0%	-13%	i	-3%
Cc1ccc(NC(=O)c2nnn(CC(=O)Nc3ccccc3)c2N)cc1C	-3%	?	42	-11%	?	?	-6%	i	?
CNC(CC(=O)c1ccc([N+](=O)[O-])cc1)C(Cl)(Cl)Cl (stereo not given)	-17%	?	-67*	25µM*	?	·	?	28µM*	?
O=S(=O)(c1ccccc1)N1CCCC1c1cccs1 (stereo not given)	-2%	?	42	-8%	-11%	1%	2%	i	0%
Cc1ccccc1-c1nc(CS(=O)(=O)CC(=O)Nc2c(C)cccc2C)c(C)o1	-6%	·	·	?	·	·	-13%	i	·
COc1cc(SC)ccc1C(=O)N1CCN(Cc2ccccc2)CC1	?	-2%	-6	·	-1%	-21%	1%	i	1%
NC1=NC2(CCCCC2)N(c2ccc(F)cc2F)C(N)=N1	-2%	1%	0	-8%	18%	-1%	-1%	i	6%
Cc1ccc2c(c1)c1c(n2CC(O)Cn2c(C)nc3ccccc32)/C(=N\O)CCC1 (stereo not given)	?	?	-3	-37%	?	-2%[9.22 µM]	?	?	21µM*
O=C(NC(=O)c1cc(OCC(F)(F)F)ccc1OCC(F)(F)F)Nc1ccccc1	18%	?	-64*	-24%	-1%	?	-3%	i	-1%
Cc1cc(C)c2cc(C(=O)Nc3ccc4c(c3)OCO4)[nH]c2c1	2%	?	-2	-16%	-19%	14%	12%	i	-26%
COC(=O)Nc1nc(Sc2ncc(C(F)(F)F)cc2Cl)n[nH]1	7%	-7%	39	-3%	6%	2%	3%	i	2%
Cc1cc(C(=O)Nc2ccccc2C(=O)O)ccc1NC(=O)COc1cccc(C)c1C	27%	-4%	-2	6%	-2%	-23%	-5%	i	23%
COc1ccc(-n2nc(C(=O)N3CCCCC3)c(C)c(C#N)c2=O)cc1	-20%	-1%	19	-2%	2%	-3%	8%	i	3%
O=[N+]([O-])C1=CC=C2C(=NC3(CCCCC3)N2O)C1=NCCO	-3%	7%	5	4%	-4%	-5%	3%	?	-1%
COc1ccc(NC(=O)c2ccccc2NC(=O)c2ccco2)c(OC)c1	?	3%	-21	7%	3%	19%	6%	i	-3%
COc1ccc(-n2c(=S)[nH]c3cc(C(=O)N(C)Cc4ccccc4)ccc3c2=O)cc1	?	-1%	12	-12%	3%	-11%	-6%	i	2%
CCCCNC(=O)C1CC(=O)N(C2CCCCC2)C1 (stereo not given)	-9%	-17%	12	1%	9%	-2%	-6%	i	1%
COc1ccccc1CNC(=O)C1COc2ccccc2O1 (stereo not given)	-4%	2%	-2	29%	14%	1%	0%	i	5%
CN1CCC(N(C)C(=O)c2cc(S(=O)(=O)N3CCOCC3)ccc2Cl)CC1	-11%	3%	-10	-1%	0%	-7%	-1%	i	-1%
COCCSc1ccccc1C(=O)NCc1cccnc1	?	3%	-76*	7%[11.3 µM]	1%	30%	5%	i	5%
Cc1cccc(C(=O)OC(C)CN2CCCC2)c1 (stereo not given)	3%	-1%	-5	·	0%	4%	2%	i	2%
O=C(COC(=O)CCc1nc2ccccc2s1)Nc1nc(-c2ccccc2)cs1	0%	-2%	-9	4%	0%	2%	0%	i	-1%
Cc1noc(C)c1C(=O)N1CCC(C(=O)c2ccccc2)CC1	5%	5%	4	-5%	13%	14%	11%	i	?
CS/C(=C\[N+](=O)[O-])Nc1ccc(Cl)cc1	-17%	?	-22	-24%	?	17%	0%	i	-26%
Cc1cccc(C)c1NC(=O)CS(=O)CC(=O)NC1CCCc2ccccc21 (stereo not given)	?	0%	1	0%	-3%	1%	2%	i	-4%
O=C(CSc1n[nH]c(-c2ccccc2)n1)NCc1cccc(C(=O)O)c1	25%	-11%	6	13%	18%	1%	15%	i	24%
O=C(CNC(=O)c1ccccc1Br)NCCSc1ccc(Br)cc1	?	16%	-2	1%	5%	-10%	-4%	i	3%
CC(C)=NNc1nc2c(c(=O)[nH]c(=O)n2C)n1CCc1ccccc1	3%	?	5	-21%	-7%	?	?	i	4%

A second format for some results above:
Sequence of screens – KB-V1 MDR tox	MCF10A rerep	IL1B secr inh	ATXN2 expr inh	HT1080 IDH1KD tx	SW480 rereplic	KB-3-1 tox	ATXN viability	HT1080NT lethal
> COc1ccc(-n2c(=S)[nH]c3cc(C(=O)N(C)Cc4ccccc4)ccc3c2=O)cc1
→ ?	-1%	12	-12%	3%	-11%	-6%	i	2%
> CCCCNC(=O)C1CC(=O)N(C2CCCCC2)C1 (stereo not given)
→ -9%	-17%	12	1%	9%	-2%	-6%	i	1%
> COc1ccccc1CNC(=O)C1COc2ccccc2O1 (stereo not given)
→ -4%	2%	-2	29%	14%	1%	0%	i	5%
> CN1CCC(N(C)C(=O)c2cc(S(=O)(=O)N3CCOCC3)ccc2Cl)CC1
→ -11%	3%	-10	-1%	0%	-7%	-1%	i	-1%
> COCCSc1ccccc1C(=O)NCc1cccnc1
→ ?	3%	-76*	7%[11.3 µM]	1%	30%	5%	i	5%
> Cc1cccc(C(=O)OC(C)CN2CCCC2)c1 (stereo not given)
→ 3%	-1%	-5	·	0%	4%	2%	i	2%
> O=C(COC(=O)CCc1nc2ccccc2s1)Nc1nc(-c2ccccc2)cs1
→ 0%	-2%	-9	4%	0%	2%	0%	i	-1%
> Cc1noc(C)c1C(=O)N1CCC(C(=O)c2ccccc2)CC1
→ 5%	5%	4	-5%	13%	14%	11%	i	?
> CS/C(=C\[N+](=O)[O-])Nc1ccc(Cl)cc1
→ -17%	?	-22	-24%	?	17%	0%	i	-26%
> Cc1cccc(C)c1NC(=O)CS(=O)CC(=O)NC1CCCc2ccccc21 (stereo not given)
→ ?	0%	1	0%	-3%	1%	2%	i	-4%

Carrying on.
SMILES	KB-V1 MDR tox	MCF10A rerep	IL1B secr inh	ATXN2 expr inh	HT1080 IDH1KD tx	SW480 rereplic	KB-3-1 tox	ATXN viability	HT1080NT lethal
O=C(OCC(=O)N1CCN(S(=O)(=O)c2ccccc2)CC1)c1ccc([N+](=O)[O-])o1	-22%	-1%	-11	-6%	11%	-6%	0%	i	2%
COc1cnc(-c2ccccn2)nc1Oc1ccc(C(C)(C)C)cc1	-12%	19%	30	·	?	211%	?	10µM*	?
COc1ccc(C2N(C(=O)C(F)(F)F)C(C)CN2S(=O)(=O)c2ccc(C)cc2)cc1 (stereo not given)	-3%	20%	30	12%	19%	0%	-1%	i	15%
O=C(OCC(=O)N1CCc2ccccc21)c1cccnc1Cl	1%	-1%	2	40%[activator]	-1%	-14%	3%	i	12%
O=C1CCC/C(=N/NC(=O)c2cc(NS(=O)(=O)c3cccs3)cc(NS(=O)(=O)c3cccs3)c2)C1	12%	15%	2	·	-4%	-3%	-8%	i	-1%
Cc1cccc(NC(=O)NNC(=O)c2nn(C)cc2Br)c1	-2%	-1%	-4	9%	5%	2%	7%	?	15%
COc1ccc(C(=O)NC2CC3CCCC(C2)N3CC(C)C)cc1OC (stereo not given)	8%	-1%	-4	-28%	4%	1%	-3%	i	14%
CC1=CSC2=NC(=O)/C(=C\c3cccn3-c3ccccc3)C(=N)N12	?	2%	-2	0%	17%	22%	32%	i	0%
Cn1c(CNC(=O)c2ccccc2F)nnc1SCC(=O)N1CCN(c2ccccc2)CC1	-9%	3%	19	-11%	14%	-12%	?	i	-5%
Cc1ccc(Nc2nc(C(=O)N3CCC(C(=O)NCCN4CCOCC4)CC3)cs2)cc1	2%	5%	-5	12%	8%	-10%	3%	i	?
CN(C)S(=O)(=O)c1ccc(C(=O)N2CCOCC2)cc1	16%	-1%	-3	·	-1%	-4%	9%	·	-1%
Cc1ccc(S(=O)(=O)N2CCN(C(=O)COC(=O)c3ccc(C(C)(C)C)cc3)CC2)c(C)c1	-15%	?	16	-15%	-1%	-3%	-4%	?	7%
Cc1c(CCC(=O)N2CCC[C@H]2C(=O)O)c(=O)oc2cc3oc4c(c3cc12)CCCC4	23%	-79%[inhibitor]	10	?	2%	-30%[inhibitor]	0%	i	1%
O=C(CC1C(=O)NCCN1C(=O)Nc1ccc(Cl)cc1)Nc1ccc(F)cc1 (stereo not given)	-4%	2%	-64*	?	?	-5%	-3%	i	?
OCCC1CN(CCCn2cccn2)CCN1Cc1ccccc1 (stereo not given)	4%	-9%	9	?	-3%	-1%	-5%	?	7%
COc1ccc(CN2CCNC(=O)C2CC(=O)NCc2cc(C)n(C)n2)c(F)c1 (stereo not given)	·	-2%	4	1%	12%	0%	·	i	4%
c1ccc(-c2ccc(CN3C[C@@H]4C(c5ccccc5)C5(c6cccnc6)CC4(C5)[C@H]3c3ccccc3)cc2)cc1 (stereo not given in full)	11%	10%	0	5%	-16%	-8%[9.22 µM]	-12%	i	-4%
CCOC(=O)COc1c(-c2ccc(OC)cc2)oc2ccccc2c1=O	-18%	-1%	11	-8%	-4%	1%	15%	i	5%
O=C(CN(Cc1ccccc1)C(=O)c1ccco1)NCc1ccc(F)cc1	-19%	-14%	-20	4%	0%	11%	0%	i	-4%
CCc1ccc(CN(C)C(=O)c2cccc(S(=O)(=O)Nc3ccccc3OC)c2)cc1	0%	?	-8	-21%	-11%	11%	-2%	?	-1%
